GCN5L2 inh: blocks human GCN5L2 histone acetyltransferase. GCN5L2 HAT assay, ThioGlo1 CoA-SH fluorescence. 390,000 compounds, 0.21% hits. Q92830. AID 504327. Potency, µM (titrated, usually from 58.9 µM), for the others: top-dose activity change, negative = inhibition, hits mostly inhibitors
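Free CoA generated was detected with ThioGlo1 (50uM) fluorescence at Ex340nm/Em540nm, read immediately and after 20 min at room temperature. Enzyme, 20 nM in HEPES pH 7.5 buffer, saw compounds 15 min before adding 75uM H3(1-25) peptide and 70uM acetyl-CoA.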
FEN1 inh: inhibitors of human flap endonuclease 1 | Recombinant FEN1 flap cleavage, fluorescence, 15 min | P39748 | Potency, µM (series often up to 114 µM), inactives show at the top dose activity change, negative = inhibition, usual class: inhibitors | 390,000 compounds, 0.35% hits; note: nearly all actives have a fitted effect of over 65% in size
Target sequence (P39748 whole entry, looked up): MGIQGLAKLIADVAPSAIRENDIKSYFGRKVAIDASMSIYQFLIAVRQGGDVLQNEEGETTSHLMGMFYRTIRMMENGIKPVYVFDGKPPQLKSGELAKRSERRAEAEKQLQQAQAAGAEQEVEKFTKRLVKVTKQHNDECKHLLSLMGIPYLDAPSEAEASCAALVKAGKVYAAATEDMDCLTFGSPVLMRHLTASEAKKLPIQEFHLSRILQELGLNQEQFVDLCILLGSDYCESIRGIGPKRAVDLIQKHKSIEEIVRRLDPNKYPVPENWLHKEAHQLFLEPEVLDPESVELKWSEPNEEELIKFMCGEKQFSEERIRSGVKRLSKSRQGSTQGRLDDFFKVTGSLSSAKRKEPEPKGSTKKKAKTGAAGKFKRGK
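Quantitative HTS format: each compound was titrated, incubated with 10 nM nuclease for 15 min at room temperature, then challenged with flap substrate at 50 nM final. Signal change over 15 min gave concentration–effect curves.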
N370S GC mod: N370S glucocerebrosidase modulation, Gaucher chaperone candidate; P04062; N370S GC spleen homogenate, 4MU-glucoside fluorescence; Potency, µM (doses to about 59.4 µM), for the others: at the top dose activity change, negative = inhibition, actives largely listed as inhibitors; 330,000 compounds, 0.092% hits; AID 2101;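 note: 0% = full enzyme activity and -100% = no enzyme basal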
* = called active by the depositor; ? = inconclusive; . = not tested or not shown; & = joins results of further samples. Calls come from the whole dose curve; as a rule, active = well fitted curve in the direction sought with a large enough effect; inconclusive = small, poorly fitted or top-dose-only effect, or another doubt; inactive = no such curve, though single readings can be large; an effect the other way counts as inactive or inconclusive. Unless noted, % is set by controls: 0 for no effect and ±100 for the full control effect; potency is the fitted concentration of half-maximal effect. Some of the compounds tested; rates above refer to the full screens.

GCN5L2 inh | FEN1 inh | Molecule | N370S GC mod
-10% | -2% | COc1ccc(/C=C2\SC(N)=NC2=O)cc1Br | -12%
-8% | 0% | Cc1ccc2nc(C(Cl)(Cl)Cl)nc(N/N=C/c3ccncc3)c2c1 | 8%
-1% | 22% | Cc1cc(C)nc(N2CCCC(C(=O)NC3CCCC3)C2)n1 (stereo not given) | -1%
1% | -1% | CCN1CCN(S(=O)(=O)c2ccc(Oc3ccccc3OC)cc2)CC1 | -17%
-3% | -3% | COc1cccc([C@@H]2CC=C(C(=O)O)[C@H](c3ccccc3)N2S(=O)(=O)c2ccc(C)cc2)c1 | -12%
-2% | 2% | Cc1ccccc1CNc1ccc(C(CC(N)=O)NC(=O)c2ccc(Br)cc2)cc1[N+](=O)[O-] (stereo not given) | 5%
0% | 10% | CC(CCN1CCN(c2ccc(F)cc2)CC1)c1ccccc1 (stereo not given) | -11%
-8% | -15% | CCOc1ccc(NC(=O)C2=NN(c3ccccc3)C(=O)CC2)cc1S(=O)(=O)N1CCCCC1 | .
0% | 7% | O=C(COc1ccc(Cl)cc1)OCc1cc(=O)n2nc(C3CC3)sc2n1 | .
16%&-7% | -14%&-7% | Cc1ccc2nc(NCCc3ccc(Cl)cc3)c3nncn3c2c1 | -12%
-4% | 10% | O=S(=O)(c1ccc(Cl)cc1)c1nnn2c1nc(N1CCCCC1)c1sccc12 | .
-3% | -8% | CC(C)C1N=C2c3ccccc3N=C(SCC(=O)NCc3ccc(F)cc3)N2C1=O (stereo not given) | .
-19% | -7% | O=C(COC(=O)/C=C/c1ccc(Br)o1)Nc1cccc(S(=O)(=O)N2CCOCC2)c1 | .
-5% | -10% | CCC(NC(=O)CNC(=O)c1ccc2c(c1)OCO2)c1ccc(Br)cc1 (stereo not given) | -14%
-2% | -8% | O=C(CCC1N=C2c3ccccc3N=C(SCc3cccc(Cl)c3)N2C1=O)NCc1cccs1 (stereo not given) | .
-2% | 7% | O=C(NCCc1ccccc1)/C(=C\c1cccc([N+](=O)[O-])c1)NC(=O)c1ccco1 | -3%
-8% | 12% | CCN(CC)S(=O)(=O)c1ccc2nc(NC(=O)c3ccc(Br)o3)sc2c1 | .
? | -12% | COCCNC(=O)COc1cc(=O)n(C)c2ccccc12 | 2%
-1% | 1% | c1ccc(SCc2nc3ccccc3[nH]2)nc1 | -5%
-1% | -5% | COC(=O)CNC(=O)C1Cc2ccccc2CN1S(=O)(=O)c1cccs1 (stereo not given) | 0%
-3% | -10% | Cc1cccc2[nH]c(CCNC(=O)C3CCC(=O)N(CCc4cccc(F)c4)C3)nc12 (stereo not given) | ?
-20% | . | CN(C)C(=O)c1ccc(-c2cncnc2-n2ccnc2)cc1 | -4%
-12% | -8% | Cc1ccc(C)c(CSc2cn(CCNC(=O)c3cccs3)c3ccccc23)c1 | .
15% | -10% | COc1cccc(CNC(=O)CCCNS(=O)(=O)c2cccs2)c1 | 1%
-4% | 13% | NS(=O)(=O)c1ccc(CCNC(=O)CCCn2c(SCC(=O)N3CCCC3)nc3ccsc3c2=O)cc1 | 8%
-1% | -2% | Cc1ccc(S(=O)(=O)N/N=C(\c2ccccc2)c2cccnc2)cc1 | 2%
-6% | -26% | O=C(Nc1ccccc1)C1=C[C@H](C2CCCCC2)C[C@H](OCc2ccc(CO)cc2)O1 | 29%
-15% | -4% | CCCC(=O)NCCSC | 16%
0% | 21% | CC1CCN(S(=O)(=O)c2ccc3c(ccn3CCC(=O)NC(C)C)c2)CC1 | -3%
-1% | 4% | O=C(CCS(=O)(=O)c1cc2c(cc1Cl)NC(=O)CO2)NCc1ccc(Cl)cc1 | .
17% | -11% | COC(=O)c1nn(-c2ccccc2)c(=O)cc1Oc1ccccc1 | 14%
-8% | -13% | CCOC(=O)c1cc(S(=O)(=O)N2CCN(c3ccccc3OC)CC2)cn1C | 2%
-2% | -1% | O=C1NC(NS(=O)(=O)c2ccccc2)(C(F)(F)F)C(=O)N1Cc1ccccc1 (stereo not given) | 2%
-4% | 0% | CSc1ncccc1C(=O)Nc1ccc2c(c1)OCCO2 | .
0% | -2% | CCCCN(C(=O)c1ccc(S(=O)(=O)N(CC)CC)cc1)c1c(N)n(CCC)c(=O)[nH]c1=O | 0%
-1% | 6% | O=C(CN1NS(=O)(=O)c2ccccc2C1=O)Nc1ccccc1OC(F)F | -9%

Molecules shown so far containing an NH in an aromatic ring:
GCN5L2 inh | FEN1 inh | Molecule | N370S GC mod
-1% | 1% | c1ccc(SCc2nc3ccccc3[nH]2)nc1 | -5%
-3% | -10% | Cc1cccc2[nH]c(CCNC(=O)C3CCC(=O)N(CCc4cccc(F)c4)C3)nc12 (stereo not given) | ?
0% | -2% | CCCCN(C(=O)c1ccc(S(=O)(=O)N(CC)CC)cc1)c1c(N)n(CCC)c(=O)[nH]c1=O | 0%

Following part
GCN5L2 inh | FEN1 inh | Molecule | N370S GC mod
-19% | -15% | COc1ccccc1NC(=O)CC1S/C(=N/N=C2\CCCc3ccccc32)NC1=O (stereo not given) | -10%
3% | . | O=C(CN1N=C(c2ccccc2)CCC1=O)NCc1ccco1 | -3%
-5% | 2% | CCOc1cc(CNc2nn[nH]n2)ccc1OCC(=O)NC(C)(C)C | 1%
-2% | -11% | Cc1nc2nc[nH]n2c(=O)c1CCC(C)C | 2%
-8% | -16% | CCOc1ccc(-c2c(=O)n(OCc3ccccc3Br)c3ccccc3[n+]2[O-])c(OCC)c1 | 11%
0% | -6% | CN(C)c1c(N)[nH]c2c(c1=O)c(=O)n(C)c(=O)n2C | -4%
-9% | 1% | Cc1ccc(S(=O)(=O)NCCCCCC(N)=O)cc1 | 12%
-5% | -12% | Cn1ncc(N=Cc2ccccc2[N+](=O)[O-])c1C(N)=O | 0%
-15% | 0% | Cc1cc(OCc2nc(-c3ccc(NC(=O)c4cccnc4)cc3)no2)ccc1Cl | 16%
1% | . | COc1ccc(N(CC(=O)N/N=C/c2ccc3c(c2)OCO3)S(=O)(=O)c2ccccc2)cc1 | 2%
-3% | -9% | CNC(=O)C1CC(=O)N(CCc2ccccc2)C(=Nc2ccc(OC)cc2)S1 (stereo not given) | 28%
-1% | 4% | CC(=O)OCC1(C)CN(c2ccccc2)N(C(=O)c2ccc(F)cc2)C1=O (stereo not given) | 2%
-16% | -21% | Cc1cc(C)c(S(=O)(=O)/N=C2\C=CC(=O)C(Cl)=C2)c(C)c1 | -1%
3% | -14% | O=C(CNC(=O)c1ccco1)N/N=C/c1c[nH]c2ccccc12 | 22%
17% | 8% | CCNS(=O)(=O)c1ccc(CCC(=O)N2CCN(c3ccc(OC)cc3)CC2)cc1 | -6%
-5% | 0% | Cc1ccccc1C(=O)NNc1ncnc2c1cnn2C | -6%
3% | -1% | Cc1ccc(NC(=O)CSc2nc(N)cc(=O)[nH]2)cc1S(=O)(=O)N1CCCCCC1 | .
-8% | -10% | COc1ccc(-c2[nH]n(-c3ccc([N+](=O)[O-])cc3)c(=O)c2C=NCc2ccncc2)cc1 | 12%
-6% | 2% | O=C(Cc1csc2nc(-c3ccc(F)cc3)cn12)NCc1ccccc1 | .
-24% | 2% | O=C(CN(Cc1ccco1)C(=O)CNS(=O)(=O)c1ccc(Cl)cc1)NCC1CCCO1 (stereo not given) | 2%
1% | ? | CNCCC(Oc1ccccc1OC)c1ccccc1 (stereo not given) | -8%&5%
-13% | 1% | O=S1(=O)CC(O)C(N2CCC(c3ccccc3)CC2)C1 (stereo not given) | -8%
-5% | -10% | O=C(COc1nc2ccccc2nc1N1CCOCC1)NCC(F)(F)F | 1%
-5% | 2% | CC(C)C(C)(C#N)NC(=O)CSc1nncn1-c1ccccc1 (stereo not given) | 0%
-2% | 0% | Cn1c(SCC(=O)c2ccccc2)ncc(C(=O)Nc2ccc(F)cc2)c1=O | 3%
-2% | . | CS(=O)(=O)C1=NSC2=NC(=O)/C(=C\c3ccc(OC(=O)c4ccco4)cc3)C(=N)N21 | ?
-4% | 5% | COc1ccc(CC(=O)OCC(=O)NCc2ccccc2Cl)cc1OC | 4%
-12% | . | O=c1c(-c2cc(F)cc(F)c2)nc2cncnc2n1C1CC1 | 2%
-2% | 4% | CCCCNC(=O)COC(=O)c1ccc(NC(C)=O)cc1 | -2%
-14% | -6% | CN1/C(=C\C(=O)CN2C(=O)NC3(CCCCCC3)C2=O)C(C)(C)c2ccccc21 | -5%
-4% | 15% | COc1ccc(N2CC(C(=O)N/N=C/c3ccccc3)CC2=O)cc1 (stereo not given) | 5%
-8% | 7% | CC(C)Oc1ccc(C(=O)Nc2ccc3c(c2)n(C)c(=O)n3C)cc1 | -6%
-4% | -7% | COc1cc2c(=O)n(Cc3ccco3)c(=O)n(CC(=O)c3cccc(Br)c3)c2cc1OC | 22%
-3% | -9% | CCN(CC)S(=O)(=O)c1ccc2c(c1)nc(SCc1nc3ccsc3c(=O)[nH]1)n2CC | 12%
-5% | -4% | COC(=O)COc1ccc2occ(C(C)=O)c2c1 | 2%
-2% | 15% | C#CCn1c(=O)n(-c2cccc(Cl)c2C)c(=O)c2c3c(sc21)CN(C(C)=O)CC3 | .
0% | -15% | CCc1cccc2c(-c3csc(=NC)n3C)c[nH]c12 | -26%
2%&1% | -10%&-5% | CCOCCCNC(=O)c1cn(CC)c2ccc(S(=O)(=O)N3CCOCC3)cc2c1=O | -2%
2% | 3% | C=CCn1c(=O)c2ccccc2n2c(SCc3nnc(-c4ccccc4Br)o3)nnc12 | -21%
-2% | -4% | CCOc1ccc2c(c1)nc(SCC(=O)c1cccs1)n2C | 2%
1% | 0% | O=C(NC(=S)Nc1ccc(S(=O)(=O)Nc2nccs2)cc1)c1ccccc1 | 1%
-6% | -11% | Cc1cccc(NC(=O)c2sc3nc(N4CCOCC4)c4c(c3c2N)CCCC4)c1 | ?
2% | 10% | CCOc1ccc2nc(S(N)(=O)=O)sc2c1 | 13%&-5%
-9% | -1% | Cc1cc(N2C(=O)C3CCC(c4ccccc4)CC3C2=O)no1 (stereo not given) | 5%
-1% | -12% | Cc1c(Cl)cccc1NC(=S)N1CCN(Cc2ccccc2)CC1 | -6%
-8% | 1% | COc1cc(CNC2CCCC2)cc(OC)c1OC | 2%
-5% | 8% | CCCSc1ncc(Cl)c(C(=O)Nc2ccc(S(=O)(=O)N3CCCCC3C)cc2)n1 (stereo not given) | .
0% | 0% | CC(C)c1cnc2c(c1SCC(=O)NCc1ccccc1)c(=O)n(C)c(=O)n2C | .

Single records, from the list above. Order of values: GCN5L2 inh, FEN1 inh, N370S GC mod
`Cc1c(Cl)cccc1NC(=S)N1CCN(Cc2ccccc2)CC1` reads -1%, -12%, -6%
`CC(C)c1cnc2c(c1SCC(=O)NCc1ccccc1)c(=O)n(C)c(=O)n2C` reads 0%, 0%, .
`C=CCn1c(=O)c2ccccc2n2c(SCc3nnc(-c4ccccc4Br)o3)nnc12` reads 2%, 3%, -21%
`O=C(NC(=S)Nc1ccc(S(=O)(=O)Nc2nccs2)cc1)c1ccccc1` reads 1%, 0%, 1%

Laid out differently: results already given
SMILES	GCN5L2 inh	FEN1 inh	N370S GC mod
COc1cc(CNC2CCCC2)cc(OC)c1OC	-8%	1%	2%
Cc1cc(N2C(=O)C3CCC(c4ccccc4)CC3C2=O)no1 (stereo not given)	-9%	-1%	5%

(cont.)
GCN5L2 inh | FEN1 inh | Molecule | N370S GC mod
-4% | 17% | Cn1cnc(S(=O)(=O)Nc2ccc(Cl)c(C(F)(F)F)c2)c1 | -1%
-4% | 2% | CCOC(=O)Cn1cnc(-c2ccc([N+](=O)[O-])cc2)c1 | -3%
-15% | -7% | COc1cc(OC)c(NC(=O)C2CCN(S(=O)(=O)c3ccc4c(c3)oc(=O)n4C)CC2)cc1Cl | .
3% | -9% | CCCN(CCC)S(=O)(=O)c1ccc(NS(C)(=O)=O)cc1 | -10%
-4% | ? | Cc1ccc(Nc2nc3ccccc3c3nncn23)cc1C | .
-2% | -13% | NCCCC[C@H](N)c1nnc([C@H](CC(=O)O)NC(=O)C2CCNCC2)o1 | -3%
-3% | -3% | Cc1nc(-c2ccccc2O)n(-c2ccccc2)n1 | 13%
-5% | -13% | CCc1nnc(NC(=O)CSc2nnc(Cc3cccn3C)n2C)s1 | 28%
-4% | 18% | Cc1ccc(NC(=O)c2ccc(CN3CC(=O)N4CCCCC4C3=O)cc2)c(Cl)c1 (stereo not given) | .
3% | 22µM* | OCCCNc1c2ccccc2nc2ccccc12 | 2%
-11% | -22% | Cc1c(O)c2c3c(cccc3c1O)C(=O)N(c1ccccc1)C2=O | -20%
9% | 18% | O=C(Nc1ccccc1C(F)(F)F)C1CCN(c2nnc(-n3cccc3)s2)CC1 | .
-9% | 6% | CCCc1cc(=O)oc2cc(C)cc(OC(C)C(=O)NCc3ccccn3)c12 (stereo not given) | -15%
-8% | -6% | CC(=O)N(C)c1ccc(NS(=O)(=O)Cc2ccccc2)cc1 | 1%
1% | -4% | CN(C(=O)Nc1cnccc1C(F)(F)F)C1CCCCC1 | 4%
-8% | 5% | O=C(Nc1ccon1)c1cc2ccccc2oc1=O | -28%

Screening results (PubChem BioAssay)
